Compound activity from PubChem.
Rtt109 Vps75: C. albicans Rtt109 histone acetyltransferase inhibition. inhibition, % at 34.9 µM. purified Rtt109/Vps75, ThioGlo CoA-SH fluorescence, 4 h. 0.16% of 330,000 active. Q5AAJ8;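 active = inhibition of at least 50% in every replicate; inconclusive = best replicate reaches 50% inhibition but some replicates fall short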
Target sequence (Q5AAJ8 whole entry, looked up): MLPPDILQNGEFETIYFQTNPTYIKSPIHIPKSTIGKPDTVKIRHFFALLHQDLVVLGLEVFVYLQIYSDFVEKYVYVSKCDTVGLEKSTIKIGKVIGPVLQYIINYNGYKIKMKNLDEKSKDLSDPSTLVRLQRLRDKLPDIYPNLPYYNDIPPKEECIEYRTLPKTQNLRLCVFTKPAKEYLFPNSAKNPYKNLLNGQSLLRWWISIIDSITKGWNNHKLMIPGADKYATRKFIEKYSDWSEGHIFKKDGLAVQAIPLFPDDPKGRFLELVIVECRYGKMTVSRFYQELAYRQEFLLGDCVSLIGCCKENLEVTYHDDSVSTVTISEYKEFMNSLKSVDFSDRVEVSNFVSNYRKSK
CAL PDZ FP-1: blocks peptide binding to human CAL PDZ domain; Q9HD26; purified CAL PDZ, TMR-peptide fluorescence polarization, 1 h; inhibition, % at 20 µM; 0.02% of 330,000 active; AID 504414;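 active = highest replicate inhibition of at least 40%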;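 also: plate controls were DMSO neutral control wells for no effect and unlabeled competitor peptide control wells for full effect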
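Control set: unlabelled peptide and DMSO controls / Material: purified CerCALP PDZ construct / Timing: 1 h incubation at room temperature before polarization reading / Doses: 20 µM, one dose / Detection: fluorescence polarization (mP)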
PfHsp90 set2: growth inhibition of yeast expressing Plasmodium Hsp90; inhibition, % at 9.4 µM; 0.32% of 310,000 active; S. cerevisiae expressing PfHsp90, BacTiter-Glo ATP, 48 h; yeast lacking PDR1 and PDR3 efflux regulators;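 active = every replicate shows inhibition above about 80%, whatever the replicate mean, limit read from the data; inconclusive = mean inhibition reaches the set limit but some replicate falls short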;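 also: 0% = DMSO neutral controls and 100% = 20 µM radicicol positive controls; yeast relying on Plasmodium falciparum Hsp90 in place of its own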
SR-BI DiI inh: blocks mouse SR-BI lipid uptake from DiI-HDL. Q61009. ldlA[mSR-BI] CHO cells, DiI-HDL uptake fluorescence, 3 h. inhibition, % at 12.5 µM. 0.96% of 320,000 active. AID 488896;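 active = mean replicate inhibition of at least 70% and a set share of replicates each scoring 70 or more; inconclusive = meets just one of the two criteria; inactive = fails both criteria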;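 also: 0% = median of neutral control wells and 100% = median of positive control wells; values of inactives mirror those of a sister screen read the other way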
MITF act: MITF TRPM1 promoter activation in melanoma cells | SK-MEL-5 TRPM1-promoter luciferase, 24 h; % of positive control, neutral wells = 0 | activation, % at 12.5 µM | 0.75% of 300,000 active;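 active = mean activation of at least 80% with every replicate also reaching 80%; inconclusive = mean reaches 80% but some replicate falls short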;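 also: 0% = neutral control wells and 100% = parthenolide positive control wells; values of inactives mirror those of a sister screen read the other way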
dFosB activator: enhances mouse delta FosB homodimer DNA binding. P13346. purified delta FosB, TAMRA-CDK5 oligo fluorescence polarization; percent of positive-control signal above neutral wells. activation, % at 25 µM. 0.99% of 340,000 active. AID 493131;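 active = mean activation above about 17%, with every replicate also reaching it, limit read from the data, passing the limit was not always enough; inconclusive = only one of the two conditions met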;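 also: fluorescence polarization rise as delta FosB binds a TAMRA Cdk5 AP-1 oligo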
Target sequence (P13346 whole entry, looked up): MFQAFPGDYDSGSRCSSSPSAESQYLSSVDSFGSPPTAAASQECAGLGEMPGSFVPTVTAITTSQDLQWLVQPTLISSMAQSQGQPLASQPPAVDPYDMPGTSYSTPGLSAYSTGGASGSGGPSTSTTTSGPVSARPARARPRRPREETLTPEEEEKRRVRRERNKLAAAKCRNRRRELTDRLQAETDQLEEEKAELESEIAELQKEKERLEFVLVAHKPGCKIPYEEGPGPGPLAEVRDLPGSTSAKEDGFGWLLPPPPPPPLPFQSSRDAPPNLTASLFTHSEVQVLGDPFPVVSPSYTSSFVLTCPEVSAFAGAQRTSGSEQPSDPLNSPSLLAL
NSD2 inh: blocks human histone methyltransferase NSD2; inhibition, % at 12.5 µM; 0.54% of 310,000 active; AID 743445; O96028; NSD2 peptide methylation, AlphaScreen, 120 min; in the data active = inhibition above about 50%
SR-BI uptake up: activators of SR-BI mediated HDL lipid uptake; CHO ldlA[mSR-BI] cells, DiI-HDL uptake fluorescence, 3 h; 100 = double the neutral-control signal; activation, % at 12.5 µM; 0.096% of 320,000 active; AID 504775;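 active = mean replicate activation of at least 60% and every replicate at or above 60%; inconclusive = mean or all-replicate condition met, but not both; inactive = mean below 60% and not all replicates reaching 60%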;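 also: 0% = median plate neutral-control signal and 100% = twice that signal; values of inactives mirror those of a sister screen read the other way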
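Material: SR-BI-overexpressing, LDLR-lacking CHO cells; schedule: compound exposure 3 h, 37 °C; reagent: DiI-labelled HDL at 10 µg/mL final; technique: bottom-read fluorescence, 550/595 nm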
PvdQ inh: blocks Pseudomonas aeruginosa PvdQ acylase activity. inhibition, % at 10 µM. purified PvdQ acylase, fluorescence plate reader. AID 488965. 0.063% of 340,000 active; in the data active = inhibition above about 30%, passing the limit was not always enough; inconclusive = no clear call, values can overlap the other calls;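 also: 0% = vehicle neutral wells and 100% = reference inhibitor wells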
CAL PDZ FP-2: inhibitors of human CAL PDZ peptide binding; AID 602252; inhibition, % at 24.9 µM; 0.92% of 300,000 active; purified CAL PDZ, TMR-peptide fluorescence polarization, 1 h;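 active = mean inhibition of at least 30% with at least half of replicates also reaching 30%; inconclusive = no clear call, values can overlap the other calls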;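 also: 0% = DMSO neutral control and 100% = excess unlabeled competitor peptide PRC23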
Active calls of the source: *; ? = inconclusive; . = no result given.

SMILES	Rtt109 Vps75	CAL PDZ FP-1	PfHsp90 set2	SR-BI DiI inh	MITF act	dFosB activator	NSD2 inh	SR-BI uptake up	PvdQ inh	CAL PDZ FP-2
OC(CCN1CCCCC1)c1ccc(-c2ccccc2)cc1 (stereo unspecified)	3	-0.5	8	-3	53	-8	14	3	-13	3
O/N=C(/Cc1ccccn1)c1ccccc1	-12	-0.1	-12	-5	-6	2	-1	5	-12	27
O=C(O)CC/C(=C\c1ccccc1[N+](=O)[O-])c1nc2ccccc2s1	3	-0.7	4	-33	-12	-3	0	33	-2	-4
CCOC(=O)c1c(C)[nH]c(C(=O)/C(C#N)=C/c2ccc(OC)c(OC)c2)c1C	2	-0.7	-11	-4	1	3	10	4	0	3
Cc1ccc(NC(=O)CCCc2ccccc2)nc1	-7	-0.5	.	.	?	8	-2	.	-14	0
Cc1cc(C)n(CC(=O)NC2C(=O)N3C(C(=O)O)=C(CSc4nnc(C)s4)CSC23)n1 (stereo unspecified)	2	-3.1	-2	-9	-8	1	-3	9	1	3
O=C1C2C(c3ccccc3)CC=CC2[C@H](c2ccoc2)N1Cc1ccccc1 (stereo partly specified)	12	-0.8	-13	-1	1	3	.	1	6	5
O=C(NCCc1ccccc1)C1CC(=O)N(C2CCCCC2)C1 (stereo unspecified)	1	-2.7	-4	-17	-13	1	-1	17	-6	-2
COc1ccc(CNc2nc3ccccc3n2C(C)C)c(O)c1	1	0.1	-1	36	-4	-6	2	-36	-7	.
O=C(Nc1ccccc1C(F)(F)F)c1ncn[nH]1	-2	-2.5	23	.	-5	-10	-21	.	-8	-1

(more compounds)
SMILES	Rtt109 Vps75	CAL PDZ FP-1	PfHsp90 set2	SR-BI DiI inh	MITF act	dFosB activator	NSD2 inh	SR-BI uptake up	PvdQ inh	CAL PDZ FP-2
O=C(CSc1nccn(-c2ccc(Br)cc2)c1=O)NC1CCCC1	-48	-4.9	.	20	0	0	1	-20	-17	-2
Cc1ccc2oc(=O)c(/C=C(\O)C(C)(C)C)nc2c1	-4	-0.3	26	-12	-10	8	-2	12	-14	-1
CN1CCN(C(=O)c2ccc(-c3ccc(Br)cc3)o2)CC1	-24	-1.1	7	16	123*	-7	4	-16	0	-5
CCOc1ccc(Br)cc1S(=O)(=O)Nc1cccc(S(=O)(=O)Nc2ccccc2C(=O)O)c1	4	-0.9	-2	-13	0	-4	1	13	-3	-5
O=C(N/N=C/c1ccccn1)c1cc(-c2ccc3ccccc3c2)n[nH]1	0	-2.3	-15	10	-3	19*	1	-10	-10	-3
CCN1CCN(c2ccc(S(=O)(=O)N3CCOCC3)cc2NC(=O)/C=C/c2cccc(OC)c2OC)CC1	2	-1.7	14	-6	0	-5	9	6	-1	-2
COC(=O)C1=CN(Cc2ccccc2)C=C(C(=O)OC)C1c1ccc(OC)c(OC)c1	-5	-3.2	30	44	5	-23	-30	-44	-31	0
CC(=O)c1cccc(CN2CCCC(CCC(=O)NCc3ccccc3F)C2)c1 (stereo unspecified)	-31	15	-15	-6	8	-4	-3	6	-8	-6
CN(C)C1N(C(=O)c2ccccc2)N=C2c3ccccc3S(=O)(=O)N21 (stereo unspecified)	-1	-1.1	12	-1	-9	-1	-2	1	4	-1
COc1ccccc1-c1cc(C(F)(F)F)nc(S(=O)(=O)CCCC(=O)O)n1	-8	-1.0	.	-15	-6	-16	1	15	-2	1

A section of the results above, as a working copy:
SMILES	Rtt109 Vps75	CAL PDZ FP-1	PfHsp90 set2	SR-BI DiI inh	MITF act	dFosB activator	NSD2 inh	SR-BI uptake up	PvdQ inh	CAL PDZ FP-2
Cc1ccc2oc(=O)c(/C=C(\O)C(C)(C)C)nc2c1	-4	-0.3	26	-12	-10	8	-2	12	-14	-1
CN1CCN(C(=O)c2ccc(-c3ccc(Br)cc3)o2)CC1	-24	-1.1	7	16	123*	-7	4	-16	0	-5
CCOc1ccc(Br)cc1S(=O)(=O)Nc1cccc(S(=O)(=O)Nc2ccccc2C(=O)O)c1	4	-0.9	-2	-13	0	-4	1	13	-3	-5
O=C(N/N=C/c1ccccn1)c1cc(-c2ccc3ccccc3c2)n[nH]1	0	-2.3	-15	10	-3	19*	1	-10	-10	-3
CCN1CCN(c2ccc(S(=O)(=O)N3CCOCC3)cc2NC(=O)/C=C/c2cccc(OC)c2OC)CC1	2	-1.7	14	-6	0	-5	9	6	-1	-2
COC(=O)C1=CN(Cc2ccccc2)C=C(C(=O)OC)C1c1ccc(OC)c(OC)c1	-5	-3.2	30	44	5	-23	-30	-44	-31	0

(continued)
SMILES	Rtt109 Vps75	CAL PDZ FP-1	PfHsp90 set2	SR-BI DiI inh	MITF act	dFosB activator	NSD2 inh	SR-BI uptake up	PvdQ inh	CAL PDZ FP-2
COc1cc(/C(C)=N/NC(=O)CN2CCN(S(=O)(=O)c3ccc(C)cc3)CC2)ccc1O	3	0.3	6	-2	0	-4	.	2	-5	8
C#CCn1c(=NC(=O)c2cccs2)sc2cccc(OC)c21	0	-0.5	-2	55	2	-18	.	-55	-3	-3
Cc1ccc(N2C(=O)C(Cl)=C(N3CCOCC3)C2=O)cc1Cl	-21	1.5	4	-4	2	3	-4	4	-3	0
CC1CCCC(NC(=O)c2ccc3c(c2)NC(=O)CS3)C1C (stereo unspecified)	-5	-2.6	-9	22	-2	0	0	-22	-11	-5
S=c1[nH]nc(CNc2ccc(Cl)cc2)n1Cc1ccccc1	0	-0.5	-1	-3	-4	-9	0	3	-9	-2
O=C(OCC(=O)N1c2ccccc2Sc2ccccc21)c1cccnc1	9	-2.0	5	-14	12	-5	1	14	-4	0
COc1ccccc1OCCC(=O)OCC(=O)NCc1ccc(F)cc1	0	-0.3	22	-18	4	-2	5	18	-15	-5
CC(=O)c1cn(CC(=O)Nc2ccc(C)cc2C)c2ccccc12	-3	-0.7	-3	-17	-17	28*	-3	17	-15	0
COc1ccc(-c2noc(C(C)n3nc(C)c([N+](=O)[O-])c3C)n2)cc1OC (stereo unspecified)	-4	-0.3	-11	31	8	-14	1	-31	-16	0
OCCn1nc2c3ccccc3nc-2n(-c2ccccc2)c1=S	3	-0.3	3	-2	-4	-7	1	2	-3	-3

Additional results follow.
SMILES	Rtt109 Vps75	CAL PDZ FP-1	PfHsp90 set2	SR-BI DiI inh	MITF act	dFosB activator	NSD2 inh	SR-BI uptake up	PvdQ inh	CAL PDZ FP-2
Cc1csc(NC(=O)Cc2ccccc2Cl)n1	-9	-3.5	-2	-5	53	-13	2	5	0	0
CCC/C(=C1/c2ccccc2C(=O)N1c1ccccc1)c1ccc2c(c1)OCCO2	-4	-0.8	-21	-2	-35	-7	.	2	-8	-1
COC(=O)c1ccccc1NC(=O)CN1C(=O)CSC1=O	14	.	.	-37	.	7	0	37	9	-3
CCOC(=O)C(=CNNc1cccc(Cl)c1)C(=O)OCC	8	-0.7	18	-1	-1	-2	3	1	-6	-3
COc1ccc(NS(=O)(=O)c2cc(NC(=O)C(CC(C)C)NC(N)=O)ccc2N2CCOCC2)cc1 (stereo unspecified)	6	-2.9	16	-10	0	-9	0	10	-23	-29
CCCCN(C)CCn1c(=S)[nH]c2ccc(N3CCOCC3)cc2c1=O	-2	-0.3	38	-13	.	-2	11	13	-8	0
O=C(CSc1nc(C2CC2)n(-c2ccccc2)n1)NCc1ccco1	-6	0.0	.	-7	-1	-5	3	7	-8	-6
CC(C)(C)Cc1nnc(NC(=O)CCc2ccccc2)s1	5	-1.0	-1	11	.	-8	0	-11	14	-3
C=CCn1c(SCC(=O)Nc2c(C)n(C)n(-c3ccccc3)c2=O)nc2scc(-c3ccccc3)c2c1=O	16	-2.5	.	4	.	-14	-1	-4	13	-3
Cc1cc(NC(=O)CCC2CCCC2)no1	-7	-1.3	55	-6	38	2	-1	6	-3	-1

(list continues)
SMILES	Rtt109 Vps75	CAL PDZ FP-1	PfHsp90 set2	SR-BI DiI inh	MITF act	dFosB activator	NSD2 inh	SR-BI uptake up	PvdQ inh	CAL PDZ FP-2
COc1ccc(Cn2nnnc2C(CC(C)C)N2CCN(c3ccccc3)CC2)cc1 (stereo unspecified)	-7	0.0	1	6	1	-13	-2	-6	-15	-2
CCC(=O)N1CCC2(CC1)Oc1ccc(F)cc1C(=O)C21CC(c2ccccc2)=NO1 (stereo unspecified)	9	-1.8	-6	-11	8	-4	.	11	-17	-3
COc1cccc(/C=C2/C(=O)NN(c3ccccc3)C2=O)c1	-3	-1.3	-4	-20	.	-4	10	20	-5	0
COCCN(C(=O)CSc1nncn1-c1ccccc1)c1c(N)n(Cc2ccccc2)c(=O)[nH]c1=O	5	0.7	10	-41	-5	1	-3	41	-5	-4
CCOc1ccccc1NC(=O)CN(C)S(=O)(=O)c1cccc2nsnc12	5	-1.1	.	13	.	0	-2	-13	-7	10
CC(NC(=O)/C(=C\c1ccco1)NC(=O)c1ccco1)C(=O)O (stereo unspecified)	-4	.	-7	-10	.	0	7	10	-18	7
CCOc1ccc(NC(=O)CSc2nc3ccccc3c(=O)n2CCNC(C)=O)cc1	-9	-0.8	18	6	1	-6	.	-6	-14	.
O=C1Nc2ccccc2/C1=N/N=C/c1ccc(-c2ccc([N+](=O)[O-])cc2)o1	3	-1.8	4	67	-10	2	-1	-67	-3	-2
CCCN(CCC)CCCNC(=O)c1ccc2c(Cl)c3c(nc2c1)CCC3	3	-2.3	14	30	.	-24	24	-30	7	-3
Cc1cccc(C)c1-n1nnnc1C(C)(C)N1CCN(N=O)CC1	1	-0.7	9	-10	-5	5	-1	10	-4	-1

Further entries
SMILES	Rtt109 Vps75	CAL PDZ FP-1	PfHsp90 set2	SR-BI DiI inh	MITF act	dFosB activator	NSD2 inh	SR-BI uptake up	PvdQ inh	CAL PDZ FP-2
O=C(NCCc1nc2ccccc2[nH]1)/C(=C/c1ccc2c(c1)OCO2)NC(=O)c1ccccc1	3	-1.5	31	.	6	-15	5	.	-8	-3
Cc1cc(OCC(=O)Nc2ccc(CN3CCOCC3)cc2)c2c(C)c(C)c(=O)oc2c1	-10	-2.9	5	38	13	-19	-1	-38	-19	-1
CCOC(=O)C(NC(C)=O)C(O)c1ccc([N+](=O)[O-])cc1 (stereo unspecified)	-5	0.3	-7	0	8	4	-1	17	-4	9
COc1ccc(CNC(=O)N2CCc3ccccc3C2)cc1	4	0.3	-3	8	21	-4	-2	-8	-14	0
Cc1cc(C)nc(-n2nc(C)cc2NC(=O)c2cccc(S(=O)(=O)N3CCOCC3)c2)n1	?	0.0	-24	-18	-3	-18	0	18	7	-3
O=c1c2oc3ccccc3c2ncn1Cc1ccc(Cl)cc1	6	-3.1	.	2	0	-5	-5	-2	-10	-8
CC(C)Oc1ccc(N2C(=O)c3ccccc3C2=O)cc1	0	-1.7	4	27	2	7	.	-27	-9	-5
Cc1ccc(Cn2ccc(NC(=O)C3C4CCC(C4)C3C(=O)O)n2)cc1 (stereo unspecified)	-1	0.0	2	.	7	2	1	.	-11	-3

Not a hit list; 4.3% or so of the library scored in one or more.
